Gal4-VP16 FLuc = counter-screen for ROR gamma inhibitors: Gal4-VP16 reporter | Potency, µM (top dose mostly 53.6 µM), inactives show top-dose activity, negative = inhibition, most hits filed as inhibitors | 310,000 tested, 3.5% active | Drosophila S2 Gal4-VP16 UAS-luciferase, luminescence, 20 h;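 also: Gal4-VP16 expression switched on by copper sulfate through the metallothionein promoter; potency is read from the fitted curve at half-maximal effect; % is scaled to controls: 0 for no effect and ±100 for the full control effect; nearly all actives have a fitted effect of over 50% in size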
Tb PFK block = T. brucei PFK enzyme inhibition; T. brucei PFK, ADP-Glo luminescence; Potency, µM (top dose mostly 57.5 µM), for inactives: at the highest dose activity, negative = inhibition, usual class: inhibitors; 330,000 tested, 0.17% active; AID 485367;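 also: potency is read from the fitted curve at half-maximal effect; 0% = uninhibited 1x PFK enzyme wells and -100% = no-enzyme wells; nearly all actives have a fitted effect of over 60% in size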
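Compounds were pin-transferred as a titration series up to 57 uM into substrate buffer (0.5 mM F6P, 0.1 mM ATP, pH 8.0), then 1.25 nM PFK was added and reactions ran 45 min before ADP-Glo detection.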
BRCA1 expr up = activators of BRCA1 expression | MCF7-BRCA1-FFLuc reporter, luminescence, 48 h; response scale: scaled: vehicle 0%, 10 µM genistein 100% | Potency, µM (series often up to 46.1 µM), inactives show top-dose activation, most hits filed as activators | 380,000 tested, 1.1% active | AID 624202; also: potency is read from the fitted curve at half-maximal effect; nearly all actives have a fitted effect of over 80% in size; some results filed as inactive show a strong effect at the top dose
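Activators of BRCA1 expression were detected as increased firefly luciferase luminescence in engineered MCF7 cells after 48 h compound incubation. Signals were scaled to genistein 10 microM as full activation.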
ELG1 DNA repair = ELG1-dependent DNA repair inhibition; HEK293T ELG1-luciferase reporter, luminescence, 16 h; DNA damage induced by 5-fluorouridine; Potency, µM (top dose mostly 46.1 µM), for inactives: at the top dose activity change, negative = inhibition, actives largely listed as inhibitors; 330,000 tested, 2.3% active; also: potency is read from the fitted curve at half-maximal effect; % is scaled to controls: 0 for no effect and ±100 for the full control effect; nearly all actives have a fitted effect of over 55% in size
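Reporter activity after DNA damage by 5-fluorouridine is monitored. Compound-treated cells incubate 16 hr at 37 °C, then ONE-Glo is added for 30 min before luminescence reading.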
RORgamma inh = blocks mouse ROR gamma transcriptional activity. Drosophila S2 Gal4-RORgamma UAS-luciferase reporter, 20 h. Potency, µM (titrated, usually from 53.6 µM), for inactives: top-dose activity change, negative = inhibition, usual class: inhibitors. 310,000 tested, 5.4% active. AID 2551; also: potency is read from the fitted curve at half-maximal effect; % is scaled to controls: 0 for no effect and ±100 for the full control effect; nearly all actives have a fitted effect of over 60% in size
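Drosophila S2 cells stably expressing Gal4-DBD/mouse RORγ fusion under metallothionein promoter plus UAS-luciferase; compound 1 h, then 700 uM CuSO4 induction for 20 h at ambient temperature; inhibition read as reduced luminescence.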
NPC1 promoter act = activates the NPC1 promoter; Huh7 NPC1 promoter luciferase reporter, 24 h; Potency, µM (highest dose often 9.22 µM), inactives show top-dose activation, hits mostly activators; 320,000 tested, 2.4% active;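 also: potency is read from the fitted curve at half-maximal effect; % of control where 0% means no effect; nearly all actives have a fitted effect of over 60% in size; reporter is driven by a mutant NPC1 promoter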
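Readout is luciferase luminescence, reflecting NPC1 promoter activation in stably transfected Huh7 cells after 24 h compound exposure at 37 °C in reduced-serum medium with 10% FBS.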
TRPV1 ag = agonists of human vanilloid receptor 1 (TRPV1) | TRPV1-expressing cells, Fluo-8 calcium influx, agonist mode | activation, % at 8.33 µM | Q8NER1 | 320,000 tested, 0.19% active | AID 540275; in the data active = activation above about 80%; inconclusive = between about 30% and that limit; also: 0% is about no effect
Target sequence (Q8NER1 whole entry, looked up): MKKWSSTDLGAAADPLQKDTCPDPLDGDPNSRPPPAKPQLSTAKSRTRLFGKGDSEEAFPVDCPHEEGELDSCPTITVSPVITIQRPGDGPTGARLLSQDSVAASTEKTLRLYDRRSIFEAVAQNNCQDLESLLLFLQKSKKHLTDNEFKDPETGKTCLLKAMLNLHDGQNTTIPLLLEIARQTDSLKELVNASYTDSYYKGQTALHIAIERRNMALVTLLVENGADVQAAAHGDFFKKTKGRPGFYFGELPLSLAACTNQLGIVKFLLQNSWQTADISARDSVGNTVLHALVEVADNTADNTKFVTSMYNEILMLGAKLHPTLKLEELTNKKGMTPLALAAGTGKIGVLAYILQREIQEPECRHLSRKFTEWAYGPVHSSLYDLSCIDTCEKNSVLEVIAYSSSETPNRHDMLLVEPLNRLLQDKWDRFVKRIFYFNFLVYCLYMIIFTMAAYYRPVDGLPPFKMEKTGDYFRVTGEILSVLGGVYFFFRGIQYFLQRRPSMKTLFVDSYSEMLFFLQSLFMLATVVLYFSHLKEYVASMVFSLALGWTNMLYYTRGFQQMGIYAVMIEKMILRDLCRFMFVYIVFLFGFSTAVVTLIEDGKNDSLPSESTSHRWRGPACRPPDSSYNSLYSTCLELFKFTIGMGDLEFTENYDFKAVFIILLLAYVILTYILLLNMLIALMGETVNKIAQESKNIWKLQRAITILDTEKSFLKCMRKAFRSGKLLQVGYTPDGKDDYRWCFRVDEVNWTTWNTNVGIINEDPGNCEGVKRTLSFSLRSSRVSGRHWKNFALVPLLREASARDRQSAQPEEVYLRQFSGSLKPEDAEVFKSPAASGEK
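Fluo-8 calcium influx in TRPV1-expressing cells, kinetic read (ex 480/em 520 nm). Compound added and read 3 min for agonist activity, followed by capsaicin at EC20 final and 2 min further read for enhancement.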
ELG1 genotox = genotoxicity induction in ELG1-luciferase HEK293T cells; AID 504466; HEK293T ELG1-luciferase reporter, luminescence, 16 h; 330,000 tested, 1.3% active; Potency, µM (doses to about 46 µM), without a hit: at the highest dose activity change, positive = activation, actives largely listed as activators; also: potency is read from the fitted curve at half-maximal effect; % of control where 0% means no effect; nearly all actives have a fitted effect of over 60% in size
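HEK293T cells expressing luciferase-tagged ELG1 were treated with compound or DMSO for 16 hr at 37°C. Luciferase activity was then read after 30 min with ONE-Glo at room temperature; rising signal flags genetic stress.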
p53 reactivator = re-activators of mutant p53 | H1299 p53-A138V BP100-luciferase reporter, luminescence, 24 h | Potency, µM (top dose mostly 92.2 µM), for inactives: at the top dose activity change, positive = activation, most hits filed as activators | 320,000 tested, 0.063% active; also: potency is read from the fitted curve at half-maximal effect; % of control where 0% means no effect; nearly all actives have a fitted effect of over 45% in size
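p53-null H1299 cells stably carrying temperature-sensitive p53-A138V and a BP100-luciferase reporter were pinned with compounds (4-point, 1:5 series) and held 24 hrs at 37 deg C. Luminescence was read 10 min after detection reagent.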
Rab9 prom act = Rab9 promoter activation | Huh7 Rab9 promoter-luciferase reporter, luminescence, 24 h | Potency, µM (top dose mostly 9.22 µM), for inactives: at the top dose activation, negative = inhibition, hits mostly activators | 320,000 tested, 2.8% active; also: potency is read from the fitted curve at half-maximal effect; % of control where 0% means no effect; nearly all actives have a fitted effect of over 60% in size
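Rab9 promoter-driven luciferase in stably transfected Huh7 cells; 1500 cells/well rested 2 h, exposed to compound in DMSO for 24 h at 37 °C, 5% CO2. Luminescence read 10 min after adding luciferase reagent at ambient temperature.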
FLuc counter = inhibits or activates purified firefly luciferase, miR-21 counter-screen. P08659. purified FLuc, Km substrates, luminescence inhibition. Potency, µM (titrated, usually from 57.5 µM), inactives show at the top dose activity change, negative = inhibition, hits mostly inhibitors. 360,000 tested, 6.9% active. AID 588342;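 also: potency is read from the fitted curve at half-maximal effect; plate controls were vehicle for no effect and reference inhibitor for full effect; nearly all actives have a fitted effect of over 55% in size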
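Purified P. pyralis luciferase, 10 nM final, with Km-level 10 uM D-luciferin and 10 uM ATP in 50 mM Tris acetate pH 7.5, 10 mM Mg acetate, 0.01% Tween-20, 0.05% BSA; 6-point qHTS titration about 60 µM downward; luminescence read.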
Active calls of the source: *; ? = inconclusive; nt = not tested or not shown; [ ] = dose if it differs, or a comment. Unless noted, calls follow the shape of the dose curve; as a rule, active = well fitted curve in the direction sought with a large enough effect; inconclusive = small, poorly fitted or top-dose-only effect, or another doubt; inactive = no such curve, though single readings can be large; an effect the other way counts as inactive or inconclusive. Rows are unselected (roughly 15% active in at least one column).

Molecule	BRCA1 expr up	RORgamma inh	TRPV1 ag	NPC1 promoter act	ELG1 DNA repair	Gal4-VP16 FLuc	FLuc counter	p53 reactivator	ELG1 genotox	Tb PFK block	Rab9 prom act
COc1cc(/C=C/C(=O)c2ccc(C)cc2)ccc1OCC#N	-102%[inhibitor]	19%[10 µM]	11	-4%	?	?	17µM*	-28%	-13%	-2%	-4%
CC(=O)/C(=N/Nc1cccc(C)c1)N1CCOCC1	-17%	5%	0	2%	1%	4%	-1%	-3%	10%	2%	-3%
COc1cc(NC(=O)C2CCN(S(=O)(=O)c3cnc[nH]3)CC2)cc(OC)c1OC	1%	1%	1	-3%	14%	1%	1%	1%	-1%	-1%	-3%
CN(C)C(CNC(=O)c1cccs1)c1cccnc1 (centres undefined)	8%	2%	-2	-2%	3%	20%	-2%	-7%	0%	-1%	-1%
CCCCCCn1c(CN2CCN(C)CC2)nc2c1c(=O)n(C)c(=O)n2C	2%	36%	3	3%	-15%	-24%	-2%	10%	0%	24%	1%
CCOC(=O)c1c(C)n(C)c2cc(-c3cccc(C(F)(F)F)c3)c(O)cc12	-21%	10%	-3	-4%	1%	2%	3%	-1%	3%	-2%	-7%
COc1ccccc1CN1CCC(n2nccc2NC(=O)CCCc2ccccc2)CC1	-10%	11%	6	-2%	?	6%	-1%	20%	-8%	1%	-2%
CNC(=S)N1CCC(NC(=O)C(Cc2ccc(F)cc2)NC(C)=O)CC1 (centres undefined)	10%	5%	-5	-3%	-1%	-1%	-2%	-3%	4%	3%	4%
N#CC1=C(N)NC(=S)C(C(N)=O)C1c1ccc([N+](=O)[O-])cc1 (centres undefined)	-6%	?	0	-4%	9%	13µM*	-12%	1%	5%	?	-1%
CCOC(=O)C1=C(COC(=O)/C=C/c2ccc(SC)cc2)NC(=O)NC1C (centres undefined)	-12%	nt	3	1%	10µM*	nt	-2%	-8%	-9%	-3%	0%
O=[N+]([O-])c1cccnc1N1CCCCC1	1%	-16%	nt	-3%	-4%	-6%	-3%	9%	5%	-5%	0%
O=C(CN(Cc1ccc(F)cc1)S(=O)(=O)c1ccc(S(=O)(=O)N2CCOCC2)cc1)Nc1ccccc1	0%	-3%[10 µM]	?	-2%	20%	4%	0%	3%	9%	1%	-2%
Cc1ccc(NC(=O)COC(=O)CN2C(=O)COc3ccccc32)cc1	-7%	0%	11	0%	-2%	3%	-9%	2%	0%	0%	0%
OCC1CCN(Cc2cn(Cc3ccccc3)nc2-c2cc3ccccc3o2)CC1	-1%	4%	10	-2%	-13%	-11%	1%	-3%	0%	0%	1%
NS(=O)(=O)c1ccc(CNC(=O)/C=C/c2c(F)cccc2Cl)cc1	-4%	12%	3	-6%	5%	1%	-12%	-12%	5%	0%	1%
COc1ccc(CCNC(=O)C(=O)NCC2CCCN2S(=O)(=O)c2ccccc2)cc1 (centres undefined)	-11%	nt	-1	3%	?	nt	?	-3%	-3%	-10%	-19%
O=C(O)c1ccccc1N1C(=O)c2cccc3cccc(c23)C1=O	7%	-4%	3	2%	9%	-2%	1%	nt	2%	2%	-2%
CC(=O)Nc1ccc(C(=O)CSc2nnc(-c3ccc(O)cc3)n2CC2CCCO2)cc1 (centres undefined)	12%	-5%	nt	5%	-4%	0%	4%	3%	-1%	-6%	-1%
O=C(COC(=O)c1ccc(Cl)cc1O)Nc1cccnc1Cl	18%	?	-1	0%	?	12%	-1%	?	-1%	3%	13%
COc1ccc(NC(=O)CC(c2ccco2)C(C)C)cc1 (centres undefined)	-1%	28%	-3	-10%	18%	-6%	4%	-7%	0%	10%	-10%[1.84 µM]
CS(=O)(=O)N(CC(=O)NCc1ccncc1)c1cc(Cl)ccc1Cl	-6%	16%	0	0%	0%	-3%	1%	0%	-5%	4%	2%
COc1ccc(OC)c(-c2csc(NC(=O)Cc3ccccc3)n2)c1	-28%	19%	2	-1%	-24%	22%	11µM*	21%	-20%	-4%	3%
O=C(Nc1ccc(F)cc1)N1CCN(c2ccc(F)cc2)CC1	8%	32%	?	-2%	6%	1%	3%	-3%	-5%	-13%	-18%
Cc1ccc(NC(=O)CSCC(=O)Nc2cc(C(F)(F)F)ccc2N2CCOCC2)cc1	-58%	nt	?	2%	-13%	nt	3%	-2%	1%	2%	3%
Cc1cc(Br)ccc1S(=O)(=O)NCc1ccccc1	0%	20%	-2	2%	11%	6%	0%	nt	-4%	-4%	-4%
COC(=O)c1cccc(NC(=O)c2cnoc2C)c1	0%	-7%	?	18%	?	-2%	24µM*	?	9%	-8%	?
CC12CCC(=O)N1C(C(=O)NNC(=O)c1ccc(F)cc1)CS2 (centres undefined)	64%	nt	2	0%	9%	nt	-3%	-3%	0%	2%	-9%
COc1cccc(/C=C/C(=O)OCC(=O)NCCc2ccccc2)c1	-1%	-9%	8	-3%	1%	3%	-11%	3%	1%	-3%	2%
CC(=O)Nc1ccc(S(=O)(=O)NCCC(=O)OCC(=O)c2ccc(Br)cc2)cc1	2%	nt	-2	0%	20%	nt	4%	0%	-2%	-8%	-4%
Cc1csc(NC(=O)CCC(=O)c2cccs2)n1	-4%	17%	-2	6%	?	1%	-13%	2%	-18%	-4%	7%
Nc1c(N=Nc2cccc(Cl)c2)c(=O)[nH]n1-c1ccccc1	53%	-40%	3	14%	?	-7%	-3%	-4%	5%	0%	25%
Cc1[nH]n(-c2ccc([N+](=O)[O-])cc2)c(=O)c1C=NCCN1CCN(C(=O)c2ccccc2)CC1	2%	4%	2	6%	3%	5%	-2%	8%	-1%	0%	17%
O=C(CSCc1ccc(Cl)cc1)N/N=C/c1c(Cl)cccc1Cl	-26%	4%	-5	-1%	-22%	?	2%	3%	1%	-1%	-8%
O=S1(=O)[C@H]2CC3O[C@]2(C[C@@H]3c2ccc(F)cc2)CN1Cc1ccc(Cl)cc1	-15%	14%	12	-1%	13%	-1%	1%	3%	1%	4%	-2%
CCn1cc(C(=O)NCCC(=O)NC(C)C)c(=O)c2cc3c(cc21)OCO3	10%	3%	0	-7%	14%	-5%	4%	-1%	0%	2%	3%
CN(C)CCN1CC(C(=O)O)CC1=O (centres undefined)	-5%	-12%[10 µM]	0	7%	0%	-12%	3%	10%	0%	0%	1%
CC1Cc2cc(S(=O)(=O)N3CCC(C(=O)N4CCCCC4)CC3)ccc2N1C(=O)C1CC1 (centres undefined)	3%	-12%	-4	-1%	-1%	5%	-1%	-10%	-1%[9.26 µM]	-3%	-1%
O=C(CN1C(=O)C2CCCCC2C1=O)N1CCN(c2ccccc2)CC1 (centres undefined)	19%	?	2	3%	16%	24%	-1%	-2%	5%	-1%	-2%

Record cards, from the list above:
Entry for Cc1ccc(NC(=O)CSCC(=O)Nc2cc(C(F)(F)F)ccc2N2CCOCC2)cc1 = BRCA1 expr up: -58%; RORgamma inh: nt; TRPV1 ag: ?; NPC1 promoter act: 2%; ELG1 DNA repair: -13%; Gal4-VP16 FLuc: nt; FLuc counter: 3%; p53 reactivator: -2%; ELG1 genotox: 1%; Tb PFK block: 2%; Rab9 prom act: 3%
Entry for O=C(CN(Cc1ccc(F)cc1)S(=O)(=O)c1ccc(S(=O)(=O)N2CCOCC2)cc1)Nc1ccccc1 = BRCA1 expr up: 0%; RORgamma inh: -3%[10 µM]; TRPV1 ag: ?; NPC1 promoter act: -2%; ELG1 DNA repair: 20%; Gal4-VP16 FLuc: 4%; FLuc counter: 0%; p53 reactivator: 3%; ELG1 genotox: 9%; Tb PFK block: 1%; Rab9 prom act: -2%
Entry for CCCCCCn1c(CN2CCN(C)CC2)nc2c1c(=O)n(C)c(=O)n2C = BRCA1 expr up: 2%; RORgamma inh: 36%; TRPV1 ag: 3; NPC1 promoter act: 3%; ELG1 DNA repair: -15%; Gal4-VP16 FLuc: -24%; FLuc counter: -2%; p53 reactivator: 10%; ELG1 genotox: 0%; Tb PFK block: 24%; Rab9 prom act: 1%

Screens: PubChem, National Center for Advancing Translational Sciences (NCATS)
